SUMO Mot1 rescue = SUMOylation pathway inhibition by Mot1-301 growth rescue; S. cerevisiae Mot1-301 growth rescue, ATP luminescence, 38.5C; percent above DMSO median, 100 means doubled; growth rescue, % at 18.8 µM; 320,000 compounds, 1% hits; AID 2716;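 active = every valid replicate shows activation above 250% relative to neutral control wells; inactive = the rest, any valid replicate at or below 250%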;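 note: OY570 slx delta 5 strain wells were the positive control but not used for scaling; some compounds called inactive have numbers as strong as hits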
PKA-R1A act = activators of PKA-R1A complex; AID 504707; PKA-R1A dissociation, Cy5-IP20 fluorescence polarization; scaled: DMSO 0%, 113 µM cGMP 100%; P00514+P68181; 340,000 compounds, 0.083% hits; activation, % at 11.4 µM;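 active = percent activation above the mean of all tested compounds plus 3 SD, cut at about 19% in these data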;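 note: higher means more PKAc released from R1A so a rise in polarization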
Ecoli viability = bacterial growth inhibition, counter-screen for AddAB inhibitors; inhibition, % at 11.9 µM; 330,000 compounds, 0.27% hits; E. coli V3065 growth, OD600 absorbance, 18 h;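 active = inhibition above the campaign's mean inhibition across all tested compounds plus 3 SD, cut at about 9.9% in these data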;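 note: uninfected addAB+ strain grown without phage in ampicillin broth; 0% = DMSO wells and 100% = ciprofloxacin 0.95 µg/ml wells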
AddAB inh = less growth of phage-infected E. coli with AddAB. E. coli expressing H. pylori AddAB, absorbance growth. inhibition, % at 11.9 µM. 330,000 compounds, 0.29% hits; in the data active = inhibition above about 12%;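 note: 0% = vehicle wells of infected cells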
phage Ecoli inh = E. coli growth loss with phage present; growth absorbance; inhibition, % at 11.9 µM; 360,000 compounds, 0.26% hits; in the data active = inhibition above about 11%
DAGLB inh = diacylglycerol lipase beta (human) inhibition. Q8NCG7. HEK293T DAGLB membrane lysate, EnzChek fluorogenic substrate. inhibition, % at 5.17 µM. 340,000 compounds, 0.059% hits. AID 504411; in the data active = inhibition above about 34%;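 note: 0% = enzyme with vehicle and 100% = wells lacking enzyme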
HTR5A inv ag = counter-screen for OPRM1-OPRD1 inverse agonists: human HTR5A inverse agonism; HTR5A cell line, luminescence; P47898; inhibition, % at 9.3 µM; 340,000 compounds, 0.083% hits; in the data active = inhibition mostly above about 23%, no sharp cut-off; inactive = mostly below about 18%;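 note: 0% = cells with DMSO and 100% = no-cell wells with DMSO; some compounds called inactive have numbers as strong as hits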
Target sequence (P47898 whole entry, looked up): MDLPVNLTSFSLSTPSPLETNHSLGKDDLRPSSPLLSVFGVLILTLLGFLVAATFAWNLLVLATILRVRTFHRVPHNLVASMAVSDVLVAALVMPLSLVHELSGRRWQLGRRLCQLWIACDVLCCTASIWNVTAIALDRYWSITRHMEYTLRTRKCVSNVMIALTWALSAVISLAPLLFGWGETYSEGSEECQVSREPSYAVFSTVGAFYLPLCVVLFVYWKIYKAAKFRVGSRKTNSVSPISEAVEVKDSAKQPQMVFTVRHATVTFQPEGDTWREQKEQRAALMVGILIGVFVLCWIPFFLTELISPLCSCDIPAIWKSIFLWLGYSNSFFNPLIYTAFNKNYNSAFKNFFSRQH
CDK5 p35 inh = CDK5/p35 (human) kinase inhibition | inhibition, % at 10 µM | Q00535+Q15078 | 330,000 compounds, 0.01% hits | AID 488839 | Recombinant CDK5/p35, ADP-Glo luminescence, 60 min;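 active = highest replicate inhibition of at least 50% and at least 75% of replicates reaching 50%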;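 note: plate controls were DMSO neutral control for no effect and GW8510 at 10 µM for full effect; many of its hits are not listed in these tables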
Target sequence (Q00535 whole entry, looked up): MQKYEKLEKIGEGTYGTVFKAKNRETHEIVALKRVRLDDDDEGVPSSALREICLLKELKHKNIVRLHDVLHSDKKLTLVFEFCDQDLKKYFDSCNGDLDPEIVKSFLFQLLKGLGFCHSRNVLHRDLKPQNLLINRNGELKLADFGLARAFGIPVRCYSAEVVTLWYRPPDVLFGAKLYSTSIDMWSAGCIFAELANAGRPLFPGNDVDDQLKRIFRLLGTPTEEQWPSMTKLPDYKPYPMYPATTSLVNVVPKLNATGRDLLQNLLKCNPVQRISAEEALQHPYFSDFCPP
Target sequence (Q15078 whole entry, looked up): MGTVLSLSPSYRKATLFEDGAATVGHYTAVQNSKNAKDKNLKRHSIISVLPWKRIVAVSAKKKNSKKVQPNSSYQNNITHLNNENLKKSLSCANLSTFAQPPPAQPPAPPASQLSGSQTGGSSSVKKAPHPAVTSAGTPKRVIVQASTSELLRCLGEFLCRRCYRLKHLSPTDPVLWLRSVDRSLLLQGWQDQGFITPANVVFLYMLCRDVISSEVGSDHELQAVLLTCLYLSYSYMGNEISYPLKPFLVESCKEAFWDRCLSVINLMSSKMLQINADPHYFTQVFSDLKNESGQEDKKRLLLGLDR
PKA-R2B act = activates the human PKA-R2B holoenzyme complex | P22694+P31323 | PKA-R2B holoenzyme dissociation, Cy5-IP20 fluorescence polarization; R2B truncated from residue 108, S112A mutant; 0% DMSO only, 100% 113 µM cGMP | activation, % at 11.4 µM | 340,000 compounds, 0.079% hits;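 active = activation above a cutoff set at the mean over all compounds plus 3 SD, cut at about 18% in these data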;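 note: higher means more holoenzyme dissociation and a rise in polarization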
Tat transport = E. coli Tat transport inhibition. E. coli MC4100 TorA-mCherry Tat export, fluorescence. inhibition, % at 10 µM. 340,000 compounds, 0.036% hits. AID 488895;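 active = mean replicate inhibition at least 50% and at least half of replicates individually reaching 50%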;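 note: exported cargo escapes ClpAP degradation while cytoplasmic cargo is degraded and loses fluorescence; 0% = median of neutral control wells and 100% = median of NaSCN control wells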
HTR5A ag ctr = counter-screen for OPRM1-OPRD1 agonists: human HTR5A agonism; activation, % at 9.3 µM; P47898; 340,000 compounds, 0.61% hits; HTR5A agonist assay, luminescence, cell-based; in the data active = activation mostly above about 9.5%, no sharp cut-off; inactive = mostly below about 7.6%;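 note: 0% = cells with vehicle only and 100% = reference agonist; strong numbers were not always called active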
* = called active by the depositor; i = inactive; · = not tested or not shown. Hits appear at their usual frequency. Share with any hit: about 2.3%.

SMILES	SUMO Mot1 rescue	PKA-R1A act	Ecoli viability	AddAB inh	phage Ecoli inh	DAGLB inh	HTR5A inv ag	CDK5 p35 inh	PKA-R2B act	Tat transport	HTR5A ag ctr
COc1ccc(OCCCCN(C)Cc2ccccc2)cc1	17	-12	0.8	0.4	3.4	-4	6	1.6	1	6	-2
COC(=O)C(NS(C)(=O)=O)(c1c(C)[nH]c2ccccc12)C(F)(F)F (stereo unspecified)	367	-7	-0.4	1.6	2.2	1	-1	0.0	-5	0	0
CCO[C@@H]1OC(C(=O)Nc2ccccc2)=C[C@H](C)[C@H]1CCCO	-16	1	-2.9	2.5	3.7	0	-11	-1.5	-6	-11	4
O=C(NC(CSCc1ccccc1)C(=O)N/N=C/c1ccc(O)cc1O)c1ccc([N+](=O)[O-])cc1 (stereo unspecified)	24	3	4.0	5.0	8.1	8	-13	-1.1	6	2	3
CSc1nc2[nH]c3c(c2c2nncn12)CC(C)(C)OC3	-13	-1	2.2	4.3	3.7	-3	-11	-0.4	1	-12	3
O=C(NCc1ccccc1)c1cc(-n2cnnc2)ccc1Cl	-6	-3	0.9	1.9	1.4	1	-16	0.5	2	-3	1
CN(C)C1(CNC(=O)C2CCN(S(=O)(=O)c3cc(Cl)ccc3Cl)CC2)CCCCC1	-24	4	1.4	0.7	0.1	-4	-14	0.6	2	3	5
CCC1CN(C(=O)N2CCC(C(=O)NCc3ccc(C)o3)CC2)c2cc(C)ccc2O1 (stereo unspecified)	-9	3	-2.0	2.5	2.2	-2	18	-0.4	3	-4	1
Cc1cccc(NC(=O)CCc2nc3sc4c(c3c(=O)[nH]2)CCCC4)n1	261	-2	-0.9	1.3	4.1	3	5	2.4	-4	1	-2
CCn1c(Cc2c(C)[nH]c3ccccc23)nnc1SCC(N)=O	-22	0	2.3	5.4	2.5	-1	-12	4.0	-6	1	5

An excerpt from above in order of their number in phage Ecoli inh, smallest number first:
Molecule,SUMO Mot1 rescue,PKA-R1A act,AddAB inh,phage Ecoli inh,DAGLB inh,CDK5 p35 inh,PKA-R2B act,Tat transport
O=C(NCc1ccccc1)c1cc(-n2cnnc2)ccc1Cl,-6,-3,1.9,1.4,1,0.5,2,-3
CCC1CN(C(=O)N2CCC(C(=O)NCc3ccc(C)o3)CC2)c2cc(C)ccc2O1 (stereo unspecified),-9,3,2.5,2.2,-2,-0.4,3,-4
CCn1c(Cc2c(C)[nH]c3ccccc23)nnc1SCC(N)=O,-22,0,5.4,2.5,-1,4.0,-6,1
CCO[C@@H]1OC(C(=O)Nc2ccccc2)=C[C@H](C)[C@H]1CCCO,-16,1,2.5,3.7,0,-1.5,-6,-11

Continuation:
SMILES	SUMO Mot1 rescue	PKA-R1A act	Ecoli viability	AddAB inh	phage Ecoli inh	DAGLB inh	HTR5A inv ag	CDK5 p35 inh	PKA-R2B act	Tat transport	HTR5A ag ctr
CC(=O)Cc1nsc(NC(=O)c2ccc(-c3cc(C(F)(F)F)ccc3Cl)o2)n1	-5	-10	0.7	1.4	2.0	0	6	0.9	5	-5	1
C/C(Cl)=C/Cn1c(=O)c2c(nc(Br)n2Cc2ccccc2)n(C)c1=O	-4	-9	0.2	0.4	1.4	-4	-3	-0.2	-1	-1	6
Cc1onc(-c2ccccc2)c1C(=O)N1CCN(c2ccccc2F)CC1	-14	5	1.0	0.5	1.4	0	10	0.4	-7	7	-4
COc1ccccc1OCCNc1cc(N2CCOCC2)ccc1[N+](=O)[O-]	-31	7	-2.1	0.4	1.7	1	18	1.4	-11	9	-1
c1ccc(Nc2ccccn2)cc1	·	-5	0.1	5.5	3.0	2	5	0.4	2	-2	-2
CCCCNC(=O)Nc1cc(C(F)(F)F)c[nH]c1=O	2	5	0.0	0.8	2.7	2	-9	-2.0	-4	7	0
CCn1c2ccccc2c2cc(NC(=O)COc3ccccc3)ccc21	18	-1	0.0	0.2	2.8	-18	-15	-1.9	-9	-22	9
N=c1oc2ccccc2cc1-c1nc(-c2ccccc2)cs1	0	9	-2.3	-0.3	1.7	-21	-12	-0.1	3	3	-1
COc1cccc(C(CC(=O)NCc2ccco2)NS(=O)(=O)c2ccc(C)cc2)c1OC (stereo unspecified)	-9	3	-2.8	1.6	0.8	0	13	0.4	0	-1	-3
CCCOc1ccc(C(=O)CCC(=O)NNC(=O)Cn2nc(C)cc2C)cc1	-5	-6	-1.6	1.2	2.4	0	-4	0.5	3	4	1

Continued; the last 2 above are carried over.
SMILES	SUMO Mot1 rescue	PKA-R1A act	Ecoli viability	AddAB inh	phage Ecoli inh	DAGLB inh	HTR5A inv ag	CDK5 p35 inh	PKA-R2B act	Tat transport	HTR5A ag ctr
COc1cccc(C(CC(=O)NCc2ccco2)NS(=O)(=O)c2ccc(C)cc2)c1OC (stereo unspecified)	-9	3	-2.8	1.6	0.8	0	13	0.4	0	-1	-3
CCCOc1ccc(C(=O)CCC(=O)NNC(=O)Cn2nc(C)cc2C)cc1	-5	-6	-1.6	1.2	2.4	0	-4	0.5	3	4	1
O=C(Nc1ccccc1)c1ccccc1NC(=O)c1ccccc1[N+](=O)[O-]	18	-10	5.3	3.9	2.6	-3	-10	2.0	-3	-4	4
CC(=O)NC(c1ccccc1)c1cccnc1 (stereo unspecified)	-25	-8	0.0	1.8	3.0	-1	-9	0.3	-3	8	4
CC1(c2ccc(OC(F)F)cc2)NC(=O)N(CC(=O)Nc2ccc(F)cc2)C1=O (stereo unspecified)	11	-3	3.3	2.5	0.0	3	-2	-0.4	1	10	1
Cc1ccc(NC(=O)CSc2nc3ccccc3c(=O)n2CC2CCCO2)cc1 (stereo unspecified)	-12	19*	0.2	-1.2	2.8	-7	22	-1.1	3	-5	0
CCOC(=O)Nc1ccc2c(c1)N(C(=O)CN1CCN3CCCC3C1)c1ccccc1CC2 (stereo unspecified)	2	3	-1.6	-0.3	0.5	2	-1	-0.6	13	15	0
COc1ccc([N+](=O)[O-])cc1-n1cnnn1	-5	2	0.0	0.7	-1.5	-1	-1	0.4	-5	-3	0
CC(NC(=O)COc1ncnc2cc([N+](=O)[O-])ccc12)c1ccccc1 (stereo unspecified)	-9	-9	0.8	2.6	-1.3	1	10	2.6	5	4	-3
CCC(=O)N1N=C(c2ccccc2)CC1c1ccccc1 (stereo unspecified)	-11	-1	-1.4	0.0	2.2	-2	-18	0.1	0	6	6
CC1=CSC2=NC(C(F)(F)F)(C(F)(F)F)NC(=O)N12	-15	1	3.7	0.6	1.6	-1	18	0.8	-4	0	2
O=C(C(Cc1ccccc1)n1cccc1)N1CCN(C2CCCCC2)CC1 (stereo unspecified)	1	-3	-1.6	1.8	2.7	-2	-9	-0.8	-3	2	3
O=C(Nc1ccc(Cl)c(Cl)c1)Nc1ccon1	4	-5	1.3	-0.9	4.8	2	-19	2.1	7	2	3
C(/CCc1ccccc1)=N\Nc1nc2ccccc2[nH]1	-9	-6	0.2	1.5	0.2	3	15	0.8	-7	-9	-5
O=C(CN1C(=O)NC2(CCCCC2)C1=O)Nc1cccc(Cl)c1Cl	-1	-6	0.2	0.4	2.5	3	9	1.1	-7	-8	0
CCOC(=O)N1CCC(NC(=O)Cc2ccccc2)CC1	-14	1	-2.8	2.9	2.1	3	11	-0.6	-3	7	-3
COc1ccccc1CNC(=O)C1CCN(C(=O)N(C)C)CC1	3	-8	-0.2	0.6	4.1	1	-4	-0.9	-3	-6	0
O=C(Nc1ccccc1)c1nnsc1S(=O)c1ccc(Cl)cc1 (stereo unspecified)	79	-6	0.5	4.5	2.2	-4	-1	1.3	4	-3	7
COc1ccccc1-c1cc(C(F)(F)F)nc(NCc2ccco2)n1	i	-6	2.8	0.8	2.8	-7	-1	1.2	-7	-10	0
Cn1nc(C(F)(F)F)c2cc(NC(=O)OCc3ccc(F)cc3)sc21	·	-5	0.5	-0.6	3.0	-2	-22	-0.4	-7	0	-4
CN(C)c1ccc(C(CNC(=O)c2cccs2)N(C)C)cc1 (stereo unspecified)	-3	9	-2.5	-3.2	0.5	-3	-23	-0.3	-5	10	6
CCCNC(=O)COc1ncnc2sccc12	1	1	-0.1	0.0	0.3	-2	-6	0.0	9	-16	3
O=C(NCc1ccc(F)cc1)c1cc2n(n1)C(C(F)(F)F)CC(C1CC1)N2 (stereo unspecified)	-16	8	-0.5	2.4	1.4	0	-9	0.6	-4	4	3
COC(=O)CSc1nnc(Cc2ccccc2)n1-c1ccc(C)cc1	-21	-3	-0.3	0.4	3.0	-5	-28	2.3	4	6	2
O=C(COc1ccccc1C(=O)N/N=C\c1ccc(O)c(O)c1)N/N=C/c1ccc(O)c(O)c1	-7	1	-0.1	2.7	·	4	30	-0.9	3	-1	4
CC(C)CC(c1nnnn1Cc1ccco1)N1CCN(C2CCCC2)CC1 (stereo unspecified)	67	-15	0.6	-1.4	-2.3	0	-17	-0.6	-9	0	1
O=C1CCCC(=O)N1c1ccc(N2CCOCC2)c([N+](=O)[O-])c1	-5	-6	1.8	3.7	4.0	1	-2	0.2	-2	-14	1
C/C(=N\NC(=O)COc1ccccc1-c1ccccc1)c1ccc(O)cc1O	-16	-5	7.4	11	8.9	-3	-26	-0.7	11	6	4
CCC(C)(C)n1nnnc1C(c1cccs1)N1CCN(c2nc3ccccc3s2)CC1 (stereo unspecified)	72	-8	-2.2	0.1	2.3	-2	6	-2.5	-5	-12	-4
COc1cccc(CC(=O)Nc2nc(-c3cccnc3)cs2)c1	-2	-1	-1.8	1.8	4.4	-2	-1	0.5	-6	7	1
COc1ccc(-c2ccc(C#N)c(SCC(=O)OCc3ccccc3)n2)cc1OC	5	9	-0.3	2.2	1.4	-4	0	-0.6	-7	-2	0
CC(=O)Oc1ccc(N2C(=O)CCC2=O)cc1	-1	-6	2.7	1.6	3.6	-3	-12	-1.7	0	-8	3
C[C@H](CO)N1C[C@H](C)[C@@H](CN(C)C(=O)NC2CCCCC2)Oc2ccc(NS(=O)(=O)c3ccc(F)cc3)cc2C1=O	5	5	1.1	4.1	1.5	0	-8	-1.8	-6	-4	5
CCC1=Nc2cc(C(=O)NCCN3CCCC3)ccc2Sc2ccccc21	24	-1	-1.9	0.6	0.9	0	-11	-0.5	-3	-3	6
CCOc1ccc(CCNC(=O)CCN2C(=O)COc3ccccc32)cc1OCC	10	-1	-0.7	0.9	-0.9	0	1	1.5	-6	-5	-2
CC1CN(C(=O)COC(=O)CSc2ccc([N+](=O)[O-])cc2)CC(C)O1 (stereo unspecified)	·	-6	·	·	2.3	-2	10	1.0	0	6	-4
COc1ccc(CN2CC34C=CC(O3)C(C(=O)O)C4C2=O)cc1 (stereo unspecified)	-10	-2	1.7	3.3	2.0	1	0	0.8	-1	-6	0
CCN(CC(=O)Nc1cccc(C#N)c1)CC(=O)Nc1cccc(OC)c1	22	3	-2.3	0.3	-0.4	0	1	-1.3	-4	-5	0
Cc1ccc(C(=O)NCC(=O)OCC(=O)NC(C)C2CC3CCC2C3)cc1 (stereo unspecified)	·	9	·	·	-0.3	-2	-21	-0.2	0	4	6
O=[N+]([O-])c1cccc(S(=O)(=O)Nc2ccc3cn[nH]c3c2)c1	-25	12	1.1	2.0	3.9	2	5	-1.2	-2	4	-2
O=C(c1ccco1)N1CCN(C(=O)N2c3ccccc3Sc3ccccc32)CC1	30	-11	-2.0	-0.4	-0.5	-1	-14	-0.1	5	3	9

Screening data from PubChem BioAssay.
